Bioassay records: PubChem BioAssay, National Center for Advancing Translational Sciences (NCATS)
Nrf2 inh: blocks Nrf2 signaling. A549 ARE-Fluc reporter, luciferase luminescence, 18-24 h. Potency, µM (doses to about 46 µM), for the others: top-dose activity change, negative = inhibition, most hits filed as inhibitors. 2.1% of 360,000 active; note: potency is the fitted concentration of half-maximal effect; % is set by controls: 0 for no effect and ±100 for the full control effect; nearly all actives have a fitted effect of over 60% in size
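Concentration-response testing used A549 ARE_Fluc cells at 5000 cells/well. Following an 18-24 h compound incubation, viability was read by fluorescence (Ex 405/Em 525) and luciferase output by luminescence.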
A549 tox: A549 cytotoxicity, counter-screen for Nrf2 inhibitors | A549 ARE-Fluc cells, CellTiter-Fluor viability, 18-24 h | Potency, µM (highest dose often 46 µM), inactives show at the highest dose activity change, negative = cytotoxicity, hits mostly inhibitors | 0.16% of 390,000 active | AID 504648; note: potency is the fitted concentration of half-maximal effect; % is set by controls: 0 for no effect and ±100 for the full control effect
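Cytotoxicity counterscreen: CellTiter-Fluor fluorescence was measured in A549 ARE_Fluc cells after 18-24 h of compound exposure in a concentration series. The subsequent BugLite luminescent read reports ARE-luciferase activity.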
EPAC2 antagonist: EPAC2 (human) antagonism; Q8WZA2; EPAC2 GEF exchange of Rap1B-BODIPY-GDP, fluorescence; Potency, µM (highest dose often 114 µM), for the others: at the highest dose activity, negative = inhibition, usual class: inhibitors; 0.18% of 360,000 active; AID 720708; note: potency is the fitted concentration of half-maximal effect; % is set by controls: 0 for no effect and ±100 for the full control effect; nearly all actives have a fitted effect of over 45% in size; many of its hits are not listed in these tables
Target sequence (Q8WZA2 whole entry, looked up): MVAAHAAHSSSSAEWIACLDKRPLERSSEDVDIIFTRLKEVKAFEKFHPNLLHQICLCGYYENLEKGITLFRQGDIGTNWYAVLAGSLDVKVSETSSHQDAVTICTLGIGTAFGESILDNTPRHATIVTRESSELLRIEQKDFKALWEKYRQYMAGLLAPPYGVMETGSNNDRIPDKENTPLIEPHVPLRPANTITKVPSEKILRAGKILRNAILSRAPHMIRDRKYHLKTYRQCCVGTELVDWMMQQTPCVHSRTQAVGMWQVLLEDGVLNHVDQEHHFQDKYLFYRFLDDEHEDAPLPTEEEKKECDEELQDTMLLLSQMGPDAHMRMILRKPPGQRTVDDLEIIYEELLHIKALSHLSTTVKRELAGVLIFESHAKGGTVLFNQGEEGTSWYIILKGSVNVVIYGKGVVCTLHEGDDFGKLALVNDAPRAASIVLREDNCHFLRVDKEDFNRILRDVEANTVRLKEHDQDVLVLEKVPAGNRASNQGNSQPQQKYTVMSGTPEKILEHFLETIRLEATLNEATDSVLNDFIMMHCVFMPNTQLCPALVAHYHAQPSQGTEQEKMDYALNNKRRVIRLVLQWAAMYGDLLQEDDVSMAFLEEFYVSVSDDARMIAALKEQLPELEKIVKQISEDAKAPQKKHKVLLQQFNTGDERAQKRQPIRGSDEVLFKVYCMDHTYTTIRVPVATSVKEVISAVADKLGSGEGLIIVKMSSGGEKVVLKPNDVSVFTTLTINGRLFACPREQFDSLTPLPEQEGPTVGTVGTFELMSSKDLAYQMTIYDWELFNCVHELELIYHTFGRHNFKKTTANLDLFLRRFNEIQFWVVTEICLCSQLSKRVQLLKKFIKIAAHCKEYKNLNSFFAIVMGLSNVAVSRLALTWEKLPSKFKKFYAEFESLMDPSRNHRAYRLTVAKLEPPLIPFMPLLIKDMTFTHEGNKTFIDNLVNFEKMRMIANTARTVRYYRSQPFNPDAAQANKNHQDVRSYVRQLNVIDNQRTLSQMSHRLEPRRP
EPAC2 agonist: activates human EPAC2 exchange factor; Q8WZA2; EPAC2 activation, biochemical qHTS; response scale: 100% = 6.5 mM cAMP response; Potency, µM (series often up to 154 µM), for the others: at the top dose activation, usual class: activators; 0.079% of 360,000 active; note: potency is the fitted concentration of half-maximal effect; nearly all actives have a fitted effect of over 50% in size
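qHTS, titration series. 100 nM EPAC2 / 250 nM Rap1B-BODIPY-GDP / 50 uM GDP; RT; ex 480/em 540 nm, 5-min reads to 30 min. Norm. to 6.5 mM cAMP = activation.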
pAkt inh: Akt phosphorylation inhibition; activity change, % for hits at 50 µM; 0.32% of 360,000 active; Neuro2A IGF-stimulated pAkt S473 HTRF, 20 min; active compounds read low; in the data active = activity change below about -80%; inconclusive = mostly about -51% to -80%; note: % is set by controls: 0 for no effect and ±100 for the full control effect
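Single-point screen (50 µM final compound) in Neuro2A cells stimulated 20 min with 6 nM IGF at 37 deg C. After lysis, Ser473-phosphorylated Akt read by HTRF (ex 330 nm, em 615/665 nm) as the 665/615 ratio.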
CCT modulator: cytosolic chaperonin activity modulation. purified chaperonin ATPase assay, HTRF ADP detection, 30 min. activity change, % (concentration not given with the values), hits read low. 0.3% of 360,000 active. AID 651819; in the data active = activity change below about -30%; note: % is set by controls: 0 for no effect and ±100 for the full control effect
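ATPase activity: ADP formed was measured by HTRF Transcreener (665/615 nm ratio) after 30 min at 37 deg C with 10 uM ATP. Compounds screened at one 76 uM concentration against 40 or 20 nM TRiC in Tris pH 7.4/KCl/MgCl2/DTT buffer.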
TGFb SMAD3 inh: TGF-b pathway inhibition; 1.2% of 410,000 active; Potency, µM (doses to about 46.1 µM), inactives show at the top dose activity, negative = inhibition, usual class: inhibitors; HepG2 CAGA-GFP TGF-b/SMAD3 reporter, GFP fluorescence, 18 h; TGF-beta stimulated, 500 pg/mL final; note: potency is the fitted concentration of half-maximal effect; % is set by controls: 0 for no effect and ±100 for the full control effect; nearly all actives have a fitted effect of over 65% in size
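TGF-beta reporter screen: HEPG2 CAGA-GFP, 1% FBS, 500 pg/mL TGF-beta final, 18 h; per-cell GFP summed per well; curves fitted and categorized by class.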
MmCpn inh: blocks the Methanococcus maripaludis chaperonin Mm-Cpn; 0.031% of 330,000 active; Potency, µM (titrated, usually from 76.9 µM), for the others: at the highest dose activity, negative = inhibition, usual class: inhibitors; purified Mm-Cpn ATPase, ADP Transcreener TR-FRET; note: potency is the fitted concentration of half-maximal effect; % is set by controls: 0 for no effect and ±100 for the full control effect; nearly all actives have a fitted effect of over 80% in size
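25 nM Mm-CPN + cpd, 10 min 37°C; + 10 uM ATP, 30 min 37°C; buffer 30 mM Tris pH 7.4, 100 mM KCl, 5 mM MgCl2, 1 mM DTT; Transcreener ADP HTRF detection 30 min RT.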
Nrf2 ARE act: activates Nrf2 signaling; AREc32 ARE-luciferase reporter (MCF7-derived line), luminescence, 24 h; Potency, µM (highest dose often 46.1 µM), for inactives: at the top dose activation, actives largely listed as activators; 0.31% of 410,000 active; AID 624171; note: potency is the fitted concentration of half-maximal effect; % of control where 0% means no effect; nearly all actives have a fitted effect of over 65% in size
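ARE activation measured as luciferase luminescence (Steady-Glo, 30 min RT) in AREc32_Fluc cells after 24 hr compound exposure at 37 deg C, 5% CO2; cells seeded overnight at 1000/well in OPTI-MEM, 5% FBS.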
* marks the source's active call; other numbers are inactive results; i = inactive; u = inconclusive; x = not tested or not shown; [ ] = another dose, or the depositor's remark. Unless noted, calls come from the whole dose curve; as a rule, active = well fitted curve in the direction sought with a large enough effect; inconclusive = small, poorly fitted or top-dose-only effect, or another doubt; inactive = no such curve, though single readings can be large; an effect the other way counts as inactive or inconclusive. An excerpt; count on the stated rates, not on these rows.

SMILES	Nrf2 inh	A549 tox	EPAC2 antagonist	EPAC2 agonist	pAkt inh	CCT modulator	TGFb SMAD3 inh	MmCpn inh	Nrf2 ARE act
COc1ccc(NC(=O)CSc2oc(-c3cccs3)nc2S(=O)(=O)c2ccccc2)c(OC)c1	-12%[9.27 µM]	0%	x	x	x	x	2%	x	2.0%
Nc1nc2ccc(C(=O)Nc3ccc(N4CCOCC4)cc3)cc2s1	4%	3%	-7%	2%	i	-1.0	2%	-2%	2.9%
Cc1cc(=O)[nH]c(Nc2c(C)n(C)n(-c3ccccc3)c2=O)n1	x	6%	3%	3%	i	1.0	-3%	0%	-0.2%
C=CCn1c(SCC(=O)NC)nnc1C12CC3CC(CC(C3)C1)C2	-9%	0%	13%	7%	i	-3.0	9%	2%	-0.1%
COC(=O)[C@H](CCSC)NC(=O)Cn1cnc(C(=O)Nc2ccc(C)c(C)c2)n1	u	-1%	-7%	-1%	i	-0.4	6%	0%	-0.5%
Cc1nc2ccc(NC(=O)c3ccc(S(=O)(=O)N4CCOCC4)cc3)cc2s1	x	-16%	-8%	-1%	i	2.1	-5%	-1%	-0.1%
COc1ccc(Cc2noc(=O)[nH]2)cc1	x	x	5%	7%	i	-3.2	2%	x	-0.3%
Cc1nnc(NS(=O)(=O)c2ccc(Br)cc2)s1	-3%	-5%	1%	-3%	i	0.5	6%	1%	-0.2%
Cc1ccnc(SCC(=O)NC2CC2)n1	-7%	6%	-2%	1%	i	-1.3	-7%	-7%	-0.7%
Cc1ccc(S(=O)(=O)N2C(=O)c3cccc4cccc2c34)cc1	15µM*	u	u	2%	i	0.4	u	-2%	-0.1%
COc1ccccc1CCn1cnc(C)c1CC(C)C	x	x	3%	8%	i	-1.8	x	x	-0.6%
Cn1cccc1C(=S)N1CCOCC1	6%	-4%	12%	-3%	i	-0.5	0%	0%	-0.6%
O=C(NC(=S)Nc1ccccc1)c1cncc(C#Cc2ccccc2)c1	u	-1%	-2%	7%	i	-1.1	6%	-1%	-0.3%
Cc1[nH]c2ccc(Br)cc2c(=S)c1C/C=C/Cl	15%	0%	3%	7%	i	-1.6	u	-24%	-0.1%
O=S(=O)(C(=CNc1ccccc1)S(=O)(=O)c1ccccc1)c1ccccc1	-13%	8%	-1%	28%	i	-2.6	-2%	1%	-0.8%
Cc1ccc(N2CCCn3c2cc(C)c(C#N)c3=O)cc1Cl	-16%	0%	-19%	-1%	i	1.0	-8%	-1%	-0.3%
Cc1ccc2cc(C=C(C#N)C#N)c(N3CCCCC3)nc2c1	7%	11%	37%[activator]	-71%[inhibitor]	i	0.2	u	u	15%
CCOC(=O)C1CCCN(C(=O)C2CCCN(S(=O)(=O)c3ccc4c(c3)oc(=O)n4C)C2)C1 (stereo not drawn)	u	0%	0%	2%	i	-1.6	-20%	0%	0.3%
CN(CCOc1ccc(Cl)cc1)C(=O)Cc1ccc(S(=O)(=O)N2CCOCC2)s1	u	1%	-2%	12%	i	-3.5	-20%	-2%	2.7%
CCN(CC)CCN(C(=O)Cn1nnc(-c2ccc(C)o2)n1)C(C(=O)NC1CCCC1)c1ccc(F)cc1 (stereo not drawn)	7%	-4%	6%	-15%	i	-0.6	-3%	3%	-0.6%
COc1cc2c(cc1OC)CN(S(=O)(=O)c1ccc(Cl)nc1)CC2	14%	-3%	21%	9%	i	-0.4	1%	0%	2.4%
N#CCCN(C(=O)COC(=O)c1cccc(S(=O)(=O)N2CCCCCC2)c1)c1ccc(F)cc1	-3%	u	-17%	8%	i	-3.5	-3%	x	-0.2%
CCn1cnc2c(oc3ccccc32)c1=O	16%	4%	-2%	4%	i	-6.5	-2%	1%	-0.4%
CCN(C(=O)COC(=O)CSc1ccc(F)cc1)c1c(N)n(Cc2ccccc2)c(=O)[nH]c1=O	-3%	6%	15%	-6%	i	-0.1	-24%	0%	-0.1%
COc1cccc(OC)c1C(=O)NCCN1CCN(C(=O)c2c(OC)cccc2OC)CC1	1%	-7%	11%	5%	i	-1.9	2%	-2%	0.0%

(next part)
SMILES	Nrf2 inh	A549 tox	EPAC2 antagonist	EPAC2 agonist	pAkt inh	CCT modulator	TGFb SMAD3 inh	MmCpn inh	Nrf2 ARE act
CCOC(=O)c1ccccc1NC(=S)N1CCC(N2CCCCC2)CC1	9%	6%	30%	u	i	0.8	5%	0%	-0.8%
O=C(CSc1nnc(CNc2ccccc2)o1)N1CCCc2ccccc21	0%	0%	13%	3%	i	-2.8	-1%	-1%	0.0%
COc1cc2c(c(OC)c1O)C(=O)CO2	-16%	2%	10%	3%	i	-2.0	10%	1%	4.3%
COc1cc(C(=O)NNC(=O)COc2ccccc2Cl)ccc1OCC(=O)N1CCOCC1	2%	-1%	7%	8%	i	-0.5	-10%	1%	-1.5%
CC(=O)Nc1ccc(NC(=O)[C@@H]2CCCN2S(=O)(=O)c2ccc3c(c2)OCCO3)cc1	12%	0%	2%	0%	i	1.9	3%	0%	0.2%
CN(c1ccccc1)S(=O)(=O)c1ccc(C(=O)Nc2ccncc2)cc1	u	6%	-10%	14%	i	-2.4	-24%	1%	4.4%
COCCn1nnnc1C(c1cccc(C(F)(F)F)c1)N1CCOCC1 (stereo not drawn)	5%	-2%	5%	3%	i	-2.7	0%	u	-0.1%
CC(=O)N(/C=C1\SC(=S)N(c2ccccc2)C1=O)c1ccccc1	-15%	13%	-7%	17%	i	0.2	-11%	0%	6.2%
CCn1cc(C(=O)NCCc2ccc(Cl)cc2)c(=O)c2cc(S(=O)(=O)N(C)C3CCCCC3)ccc21	-3%	1%	x	x	x	x	-22%	x	0.2%
CCCCC(CC)C(=O)NCc1ccc(F)cc1 (stereo not drawn)	13%	1%	8%	-4%	i	-0.3	-28%	0%	-0.9%
O=C(NNS(=O)(=O)c1ccc(Br)cc1)c1ccccc1-n1cccc1	8%	-1%	2%	1%	i	-0.7	-3%	3%	0.1%
CCSc1nc2sc3c(c2c(=O)[nH]1)CCCC3	1%	5%	6%[57.1 µM]	-9%	i	-3.2	u	0%	-0.1%
COCCN(C(=O)COC(=O)/C=C/c1ccc(SC)cc1)c1c(N)n(Cc2ccccc2)c(=O)[nH]c1=O	-4%	-2%	6%	-8%	i	-1.3	-2%	x	-0.4%
Cc1ccc2[nH]c3c(=O)n(CCN4CCOCC4)cnc3c2c1	u	1%	-5%	-5%	i	-3.1	-10%	1%	0.6%
COc1ccc(C(=O)Nc2cccc(S(=O)(=O)N(C)C)c2)cc1S(=O)(=O)N1CCOCC1	-18%	-3%	6%	4%	i	-1.6	-2%	1%	-0.4%
CCOC(=O)c1cnn2c(C(F)(F)F)cc(-c3cn(C)nc3C)nc12	-20%	-15%	14%	20%	i	-5.3	-19%	-1%	0.3%
CN1CCN(c2nc3ccccc3nc2NS(=O)(=O)c2ccc(Br)cc2)CC1	-25%	1%	3%	3%	i	-3.3	33%[activator]	1%	0.3%
C=CCOC(=O)c1ccc(-n2cnc(C)n2)nc1	u	1%	4%	-1%	i	0.5	4%	1%	1.2%
CC(=O)n1cc([C@@H]2C=C(C(=O)O)O[C@H](OCc3ccc(CO)cc3)C2)c2ccccc21	15%	0%	16%	3%	i	-2.6	-2%	x	0.1%
O=C(Nc1ccc(C(=O)N2CCOCC2)cc1)c1ccccc1	11%	-2%	-3%	-1%	i	-0.2	-31%	x	-0.8%
O=C(NCc1ccc(Cl)cc1Cl)C(=O)N1CCCCC1	6%	-11%	15%	1%	i	1.2	-5%	0%	0.6%
O=C(COC(=O)COc1ccccc1)NC12CC3CC(CC(C3)C1)C2	9%	0%	-12%	0%	i	0.9	11%	-5%	0.6%
CSc1ccc(/C=C/C(=O)c2ccc(NC(=O)Cc3ccccc3)cc2)cc1	-6%	-10%	13%	5%	i	1.7	-16%	-5%	u
Cc1ccc(NS(=O)(=O)c2cccc(C(=O)N3CCN(c4ncccn4)CC3)c2)cc1	-3%	6%	-2%	-10%	i	-3.2	2%	0%	-0.4%
N/C(=N\OC(=O)c1ccccc1)C(C(=O)NOC(=O)c1ccccc1)C1CCCCC1 (stereo not drawn)	24%	-15%	0%	7%	i	1.1	u	x	19%

Next part.
SMILES	Nrf2 inh	A549 tox	EPAC2 antagonist	EPAC2 agonist	pAkt inh	CCT modulator	TGFb SMAD3 inh	MmCpn inh	Nrf2 ARE act
Cc1ccccc1N1CCN(S(=O)(=O)c2cccs2)CC1	-10%	6%	-17%	11%	i	0.1	-5%	-4%	-1.0%
CS(=O)(=O)c1ccc(Cl)c(NC(=O)C2CCCCN2S(=O)(=O)c2ccccc2)c1 (stereo not drawn)	1%	7%	5%	6%	i	-0.2	-8%	0%	-0.7%
COc1ccc(-c2n[nH]c(=S)n2Cc2ccco2)cc1	x	8%	4%	-4%	i	-1.3	-14%	0%	-0.2%
CCC(=O)Nc1cccc(NC(=S)NC(=O)Cc2ccccc2)c1	-2%	5%	-9%	-9%	i	-0.6	7%	-3%	0.1%
CCOc1cc2c(cc1/C=C/C(=O)O)OC(C)C2 (stereo not drawn)	-27%	-11%	4%	6%	i	-0.8	-28%	-5%	-1.1%
Cc1ccc(S(=O)(=O)N2CCC(=O)N(CCOCc3cccc(C)c3)CC2)cc1	-1%	-1%	10%	5%	i	0.4	u	1%	-0.9%

A draw from above in order of SMILES length, high to low.
SMILES	Nrf2 inh	A549 tox	EPAC2 antagonist	EPAC2 agonist	pAkt inh	CCT modulator	TGFb SMAD3 inh	MmCpn inh	Nrf2 ARE act
CS(=O)(=O)c1ccc(Cl)c(NC(=O)C2CCCCN2S(=O)(=O)c2ccccc2)c1 (stereo not drawn)	1%	7%	5%	6%	i	-0.2	-8%	0%	-0.7%
CCC(=O)Nc1cccc(NC(=S)NC(=O)Cc2ccccc2)c1	-2%	5%	-9%	-9%	i	-0.6	7%	-3%	0.1%
CCOc1cc2c(cc1/C=C/C(=O)O)OC(C)C2 (stereo not drawn)	-27%	-11%	4%	6%	i	-0.8	-28%	-5%	-1.1%
